High-throughput results from PubChem.
FBA Mtb inh – Mtb FBA enzyme inhibitors, primary screen, biochemical, fluorescence, strain H37Rv; Fructose-bisphosphate aldolase (Mycobacterium tuberculosis (strain ATCC 25618 / H37Rv)), …; purified M. tuberculosis FBA, fluorescence read-out; inhibition, % at 1 µM; 2.3% of 360,000 active; AID 588726, 2011; in the data active = inhibition above about 27%;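 also: 0% = vehicle and 100% = reference inhibitor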
3CLpro inhibitor – SARS-CoV 3CLpro protease inhibitors, primary screen, biochemical, quenched FRET; inhibition, % at 6 µM; Replicase polyprotein 1ab (Severe acute respiratory syndrome coronavirus), P0C6X7; recombinant SARS-CoV 3CLpro, quenched FRET peptide cleavage; AID 1706, 2009; 0.14% of 290,000 active; in the data active = inhibition above about 12%
SSB-PriA inh – inhibitors of Klebsiella pneumoniae PriA binding to SSB C-terminal tail, primary screen, biochemical, AlphaScreen. PriA–SSB C-terminal tail interaction (Klebsiella pneumoniae). inhibition, % at 33 µM. 0.6% of 430,000 active. AlphaScreen SSBct-PriA binding, biotinylated peptide; in the data active = inhibition mostly above about 37%, no sharp cut-off; inactive = mostly below about 20%;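 also: plate controls were negative control peptide for no effect and reference peptide for full effect; strong numbers were not always called active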
Rv3671c protease – Rv3671c serine protease inhibitors, primary screen, biochemical, fluorescence polarization, M. tuberculosis H37Rv. inhibition, % at 5.96 µM. AID 2606, 2010. 0.048% of 320,000 active; in the data active = inhibition above about 38%;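 also: extracellular domain of Rv3671c used as enzyme; 0% = enzyme with DMSO and 100% = no enzyme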
Target sequence (P9WHR9 whole entry, looked up, the tested form may be a part): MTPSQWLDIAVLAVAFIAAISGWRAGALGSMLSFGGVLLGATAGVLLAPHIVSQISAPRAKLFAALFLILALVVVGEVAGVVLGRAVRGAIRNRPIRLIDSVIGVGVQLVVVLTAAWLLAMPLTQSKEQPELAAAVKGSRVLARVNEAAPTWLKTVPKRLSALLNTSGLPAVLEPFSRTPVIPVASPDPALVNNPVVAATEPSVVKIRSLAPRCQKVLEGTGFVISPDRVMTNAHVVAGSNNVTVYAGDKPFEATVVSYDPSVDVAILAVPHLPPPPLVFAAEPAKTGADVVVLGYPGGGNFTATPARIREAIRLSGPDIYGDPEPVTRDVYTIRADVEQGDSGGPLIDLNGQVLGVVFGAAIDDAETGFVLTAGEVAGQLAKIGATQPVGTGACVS
BioA inh – M. tuberculosis BioA enzyme inhibitors, primary screen, biochemical, plate reader, single point, HTS | 7,8-diaminopelargonic acid synthase BioA (Mycobacterium tuberculosis) | purified M. tuberculosis BioA enzyme | inhibition, % at 9.99 µM | 0.096% of 360,000 active | AID 602481, 2012; in the data active = inhibition above about 40%
GDH-TPI inh – GDH-TPI coupling enzyme inhibitors, primary screen, artefact control for M. tuberculosis FBA inhibitor project, biochemical, absorbance, full deck; GDH-TPI coupled enzyme counterscreen, NADH absorbance; inhibition, % at 4.8 µM; 1.2% of 360,000 active; in the data active = inhibition above about 30%;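 also: 0% = DMSO wells and 100% = wells lacking the enzyme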
VHR inh abs – VHR1 phosphatase inhibitors, primary screen, biochemical, absorbance, uHTS; inhibition, % at 13.3 µM; Dual specificity protein phosphatase 3 (Homo sapiens), P51452; recombinant VHR phosphatase, pNPP absorbance; 0.52% of 290,000 active; in the data active = inhibition above about 50%; also: some compounds called inactive have numbers as strong as hits
Target sequence (P51452 whole entry, looked up): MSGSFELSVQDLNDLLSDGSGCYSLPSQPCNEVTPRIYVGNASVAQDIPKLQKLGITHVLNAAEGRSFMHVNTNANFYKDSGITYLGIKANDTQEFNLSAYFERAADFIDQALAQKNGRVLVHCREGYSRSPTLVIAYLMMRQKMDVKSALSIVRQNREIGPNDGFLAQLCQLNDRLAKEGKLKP
UGM FP inh – M. tuberculosis UGM enzyme inhibitors, primary screen, biochemical, fluorescence polarization, single point. 0.06% of 320,000 active. AID 504406, 2011. purified UGM, fluorescence polarization probe displacement. inhibition, % at 10 µM; in the data active = inhibition above about 10%, passing the limit was not always enough
Target sequence (P9WIQ1 whole entry, looked up): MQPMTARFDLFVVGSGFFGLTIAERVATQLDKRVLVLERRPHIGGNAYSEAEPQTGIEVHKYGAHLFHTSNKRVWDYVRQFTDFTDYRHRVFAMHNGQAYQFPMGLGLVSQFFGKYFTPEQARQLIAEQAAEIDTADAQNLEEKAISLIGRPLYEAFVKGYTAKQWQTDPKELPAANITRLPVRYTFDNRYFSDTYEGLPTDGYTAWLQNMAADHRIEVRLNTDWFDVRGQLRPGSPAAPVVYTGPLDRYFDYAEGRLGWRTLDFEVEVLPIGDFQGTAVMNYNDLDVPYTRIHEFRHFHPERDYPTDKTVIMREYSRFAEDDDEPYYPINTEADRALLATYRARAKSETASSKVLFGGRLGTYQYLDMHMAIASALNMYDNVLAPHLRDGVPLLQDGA
BH1578 lux ind – inducers of Vibrio cholerae quorum light production without autoinducers, primary screen, BH1578 luxS cqsA deficient, single point. V. cholerae BH1578 lux reporter, luminescence, 6 h. AID 588436, 2011. activation, % at 18.7 µM. 0.16% of 350,000 active; in the data active = activation mostly above about 9.7%, no sharp cut-off; also: not every result past the cut was called active; inactives centre near 0; reference of the scale not given here
MazF activator – activators of E. coli MazEF toxin-antitoxin RNase, primary screen, biochemical, fluorescence, uHTS | Endoribonuclease toxin MazF (Escherichia coli (strain K12)), P0AE70 | FAM/BHQ RNA-DNA oligo cleavage fluorescence, 5 h | activation, % at 20 µM | 0.32% of 350,000 active | AID 504720, 2011; in the data active = activation above about 50%
Active calls of the source: *; i = inactive; . = not tested or not shown.

SMILES	FBA Mtb inh	3CLpro inhibitor	SSB-PriA inh	Rv3671c protease	BioA inh	GDH-TPI inh	VHR inh abs	UGM FP inh	BH1578 lux ind	MazF activator
CCC(CO)NCc1sccc1C (configuration not stated)	-6	0	-10	0	.	-5	4	0.1	-0.6	4
CCSc1nnc(-c2ccccc2NC(=O)CC)c(=O)[nH]1	2	2	-8	0	-1.0	5	15	3.4	-1.5	6
Cc1cc2c(cc1C)N(C(=O)CSc1nncn1C)C(C)(C)c1ssc(=S)c1-2	-6	3	40	-3	0.4	2	-10	0.2	0.0	-5
Cc1ccc(S(=O)(=O)N2CCN(C(=O)c3ccc([N+](=O)[O-])cc3)C2)cc1	4	-4	-13	-4	.	-10	18	-1.6	i	5
COc1ccc(NC(=O)C(=O)NCC(=O)Nc2cccc(C(F)(F)F)c2)cc1	-3	0	-17	1	-0.9	-9	27	-1.9	-0.3	6
COc1ccc(/C=C(\C#N)C(=O)OCC(=O)Nc2c(C)cccc2C)cc1	0	3	-4	-10	.	14	-10	3.0	-0.1	2
O=C(Nc1ccccc1N1CCCCC1)c1cc(S(=O)(=O)N2CCOCC2)ccc1Cl	1	.	2	-1	-0.7	-4	.	-1.9	-0.2	-12
Cc1cccc(N2C(=O)c3cccc4c(N5CCCCC5)c([N+](=O)[O-])cc(c34)C2=O)c1C	-1	-1	-22	9	.	6	-5	-0.5	-4.8	9
COc1ccc(C(=O)c2ccccc2Cl)cc1OC	1	1	-11	-3	.	17	35	-0.4	-0.3	-2
CCN(CC)C(=O)C1=C(C)N(Cc2ccc(OC)cc2)C(=O)C(CC(=O)NCCCN(C)C)C1 (configuration not stated)	-2	.	.	.	-0.8	8	.	.	-0.2	0
CCn1c(=O)[nH]c(=O)c2c(N)c(C(=O)c3cc(F)ccc3F)sc21	-3	3	-5	2	0.5	15	4	-1.4	2.0	9
Cc1ccc2[nH]c(=O)c(CN(c3cccc(C)c3C)S(=O)(=O)c3ccccc3)cc2c1	-3	-4	12	-13	-0.4	-5	-6	2.4	12	1
CC12CCC(C(=O)NNC(=O)c3ccc(F)cc3)(OC1=O)C2(C)C (configuration not stated)	-4	2	-6	-1	-1.6	-4	10	-0.8	i	3
COC(=O)Cn1c(C)c(/C=C/c2cc[n+](C)cc2)c2ccccc21	-23	-1	-13	.	-57	-6	9	-2.1	-0.8	-92
COc1ccc(C(=O)Nc2ccc(NS(=O)(=O)c3ccccc3)cc2)cc1OC	3	8	-4	-5	0.6	5	23	-1.0	i	9
CCCOC(=O)C1NC(=O)N2C(C(=O)OCCC)C(C)(C)S[C@H]12 (some centres not stated)	-3	.	-3	-6	-1.4	1	.	6.2	i	2
Cc1ccc(C)c2[nH]c(=O)c(CCNC(=O)Cc3cccs3)cc12	6	2	1	7	-1.1	-14	0	2.7	-0.1	11
CCN(CC(=O)NCc1cccs1)C(=O)COc1cccc(C(F)(F)F)c1	1	.	-6	0	-5.5	-9	.	0.7	i	3
Cc1nnc2c(-c3ccccc3)nc3ccccc3n12	-3	-2	-8	10	-0.9	8	20	4.1	i	-7
COC(=O)c1ccc(NC(=O)CSc2nncn2C)cc1	0	3	1	-3	.	9	15	1.2	i	0
CC(=O)Nc1ccc(CNc2nc(NC(C)C)nc3ccsc23)cc1	2	.	.	.	6.3	11	.	.	-0.8	.
COc1cc2c(c(OC)c1OC)-c1ccc(O)cc1[C@@H](NC(C)=O)CC2	4	.	-3	-3	-1.0	9	.	-0.1	-0.4	3
CCCCNC(=O)c1cc(C)nn1-c1ccccc1	0	4	4	7	2.0	9	16	1.7	-0.2	4
COc1ccc(OCC(=O)Nc2ccc(S(=O)(=O)Nc3cc(C)nc(C)n3)cc2)cc1	0	0	-15	-7	-3.0	7	8	0.0	1.8	3
O=C(NCCCCc1ccccc1)c1ccc(Br)o1	-1	0	-9	5	0.5	13	-12	0.7	-0.5	-7
Cc1nn(-c2ccccc2)c(Cl)c1/C=N/NC(=O)OC(C)(C)C	0	-1	.	1	3.6	-4	30	0.0	-0.5	1
CC1CN(C(=O)c2cccs2)CC(C)O1 (configuration not stated)	1	1	-12	6	.	-6	-6	-0.1	i	4
CCOP(=O)(OCC)C(Nc1ccc([N+](=O)[O-])cc1)c1ccc(Cl)cc1 (configuration not stated)	4	0	16	-2	-11	16	12	-1.8	-0.6	2
O=[N+]([O-])c1nc2ccccc2[nH]1	0	.	-10	.	0.6	19	.	.	i	3
O=C(NC1=C(Nc2ccc(F)cc2)C(=O)c2ccccc2C1=O)c1ccc(Cl)cc1	-4	7	9	-53	.	7	-8	0.4	-0.3	1
Cc1nc2ccccc2c2oc(C(=O)N3CC(C)CC(C)C3)cc12 (configuration not stated)	-2	-6	-4	-3	1.3	0	9	1.1	-2.7	-6
CCNC(=O)C1OC(n2cnc3c(N)ncnc32)C(O)C1O (configuration not stated)	2	0	-2	-13	-0.6	5	.	1.3	-1.2	7
CC1CC1C(=O)OCC(=O)NNC(=O)c1ccc([N+](=O)[O-])cc1 (configuration not stated)	-3	.	-2	4	0.2	1	.	0.4	i	4
CC(C)[C@H]1CN=C2N(C[C@H](C)NC(=O)CCC3CCCCC3)[C@H](Cc3ccc(O)cc3)CN21	1	.	-6	0	-0.3	-6	-9	-0.3	i	12
CCOC(=O)c1sc(NC(=O)Cc2c(F)cccc2Cl)nc1C	-2	8	-18	0	.	0	13	-4.6	-0.3	0
Cc1cc(S(=O)(=O)N2CCc3ccccc3C2)ccc1F	0	-3	-19	0	-1.4	3	-8	3.2	-0.8	2
COc1cc(CC(NC(C)=O)C(=O)NC2CCN(C(=O)C3CC3)CC2)cc(OC)c1 (configuration not stated)	9	-2	-4	-8	.	-1	27	1.6	i	0
CN(C(=O)CSc1nc(O)cc(=O)n1C1CCCC1)c1ccccc1	1	5	-7	4	-2.1	17	-4	0.2	i	-23
CC(C)CC(=O)N1CCN(CC2CC=CCC2)CC1 (configuration not stated)	2	1	-5	-1	-1.9	-6	22	-1.3	i	2
COc1cc(NC(=O)N2c3ccccc3Sc3ccccc32)c(C(=O)O)cc1OC	14	5	36	4	-1.8	6	25	-2.0	i	4
Cc1ccc(OCC(=O)N/N=C\c2ccco2)c(C)c1	1	-3	.	8	-0.7	5	44	-7.2	i	0
O=C(NCc1ccccc1)N1CCC(n2cnc3cc(F)ccc32)CC1	-1	2	-8	-4	0.5	-2	12	1.9	i	5
CCOc1ccc(NC(=O)N2CCC(n3nnc4ccccc43)CC2)cc1	18	4	-4	-3	.	-2	22	-2.0	i	10
COc1cccc2c1Oc1ncccc1N(C(=O)CCC(=O)NCc1ccccc1)C2	0	4	-11	-1	-1.2	3	3	-0.5	-0.4	3
Cc1ccc(C(C)NC(=O)c2cccnc2)cc1 (configuration not stated)	-6	.	-8	2	-0.1	3	.	3.8	-0.7	-2

Sorted by formula weight (lowest first): part of the list above
SMILES	FBA Mtb inh	3CLpro inhibitor	SSB-PriA inh	Rv3671c protease	BioA inh	GDH-TPI inh	VHR inh abs	UGM FP inh	BH1578 lux ind	MazF activator
Cc1nc2ccccc2c2oc(C(=O)N3CC(C)CC(C)C3)cc12 (configuration not stated)	-2	-6	-4	-3	1.3	0	9	1.1	-2.7	-6
Cc1nn(-c2ccccc2)c(Cl)c1/C=N/NC(=O)OC(C)(C)C	0	-1	.	1	3.6	-4	30	0.0	-0.5	1
Cc1ccc(C)c2[nH]c(=O)c(CCNC(=O)Cc3cccs3)cc12	6	2	1	7	-1.1	-14	0	2.7	-0.1	11
COc1ccc(/C=C(\C#N)C(=O)OCC(=O)Nc2c(C)cccc2C)cc1	0	3	-4	-10	.	14	-10	3.0	-0.1	2

Continuation:
SMILES	FBA Mtb inh	3CLpro inhibitor	SSB-PriA inh	Rv3671c protease	BioA inh	GDH-TPI inh	VHR inh abs	UGM FP inh	BH1578 lux ind	MazF activator
O=C(c1ccc(-c2ccc([N+](=O)[O-])cc2)o1)N1CCCC(C(F)(F)F)C1 (configuration not stated)	-3	.	8	-2	0.3	18	.	1.8	i	11
COc1ccc(CNC(=O)C[C@@H]2C[C@H]3c4cc(NC(=O)NC5CCCC5)ccc4O[C@H]3[C@H](CO)O2)cc1	2	.	.	.	-8.1	18	.	.	i	-9
CN(CCO)c1cc(NCCCN2CCC(Cc3ccccc3)CC2)c2nonc2c1[N+](=O)[O-]	-2	-5	1	2	.	10	-5	2.1	-0.2	22
COc1ccc(NC(=O)C2CCC(CNC(=O)[C@@H]3Cc4ccccc4CN3)CC2)cc1 (some centres not stated)	-1	-6	-20	-19	-0.2	-5	3	0.5	-0.5	-3
O=c1oc(-c2cccs2)nc2sc3c(c12)CCC3	0	0	-7	-6	-0.3	6	14	-1.8	i	-1
CCC(O)c1nc2ccccc2n1CCc1ccccc1 (configuration not stated)	0	0	-4	1	-5.0	1	40	0.2	-6.2	-17
CCNS(=O)(=O)c1ccc(CCC(=O)NCc2ccncc2)cc1	0	2	-14	-2	0.0	7	12	0.6	-0.4	4
Cc1ccc(S(=O)(=O)N2C(=O)CCC2C(=O)Nn2cnnc2)cc1 (configuration not stated)	1	0	-20	1	0.0	3	-29	-0.7	i	2
CCCN1CCN(S(=O)(=O)c2ccc3c(c2)NC(=O)C(C)C(=O)N3)CC1 (configuration not stated)	3	4	-6	4	-2.7	7	-2	4.6	-0.3	6
COc1ccc(S(=O)(=O)Nc2ccc(C)c(S(=O)(=O)N3CCOCC3)c2)cc1[N+](=O)[O-]	2	.	-10	.	0.2	6	.	.	-1.7	-1
COc1ccc(COc2cccc(C=O)c2)cc1	4	.	-34	-6	1.1	12	.	-1.4	i	2
CC(Oc1ccccc1)C(=O)NC1CC(C)(C)NC(C)(C)C1 (configuration not stated)	3	2	-11	-2	-1.0	-5	-16	0.9	-0.2	3
COc1ccc(N2C(=O)C3C(c4ccc(OC)cc4O)NC(Cc4ccccc4)(C(=O)O)C3C2=O)cc1 (configuration not stated)	1	-5	-4	3	.	1	16	-0.2	i	6
CC[C@H]1OC(=O)[C@H](C)[C@@H](O[C@H]2C[C@@](C)(OC)[C@@H](O)[C@H](C)O2)[C@H](C)[C@@H](O[C@@H]2O[C@H](C)C[C@H](N(C)C)[C@H]2O)[C@](C)(OC)C[C@@H](C)C(=O)[C@H](C)[C@@H](O)[C@]1(C)O	6	-1	-7	3	-1.0	4	7	-1.7	-0.4	13
CC(C)NC(=O)NC(=O)CSc1nnc(-c2ccccc2F)n1N	1	-2	4	-2	.	1	9	0.8	i	-4
O=C(CSc1nnc(NC(=O)c2ccc(F)cc2F)s1)NC1CC1	0	-5	-10	-16	-2.9	0	-7	3.4	-0.5	-2
Cc1nnsc1S(=O)(=O)Cc1ccccc1Cl	-2	3	-19	3	-1.6	-10	18	-4.8	3.5	6
O=C(OCC(=O)N1CCCCCC1)c1ccc(Cl)c(S(=O)(=O)N2CCCC2)c1	0	-4	-12	-4	3.6	-1	4	2.0	-0.2	11
CN(CC(=O)NCc1ccco1)CC(=O)Nc1c(Cl)cccc1Cl	-2	.	3	-10	-0.9	-12	.	0.7	-7.1	-1
Cc1cccc(C(CC(=O)NCc2ccco2)c2ccccc2)c1O (configuration not stated)	-4	-1	-22	-4	.	-10	26	-1.4	-0.3	-7

Some of the compounds tested; count on the stated rates, not on these rows.
